# High-throughput results deposited in PubChem BioAssay by National Center for Advancing Translational Sciences (NCATS).
# BRCA1 expr act: increases BRCA1 expression; hit rate 1.1% among 380,000; Potency, µM (series often up to 46.1 µM), for the others: at the top dose activation, usual class: activators; AID 624202; MCF7-BRCA1-FFLuc reporter, luminescence, 48 h; response scale: scaled: vehicle 0%, 10 µM genistein 100%; also: nearly all actives have a fitted effect of over 80% in size; some results filed as inactive show a strong effect at the top dose
#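 Activators of BRCA1 expression were detected as increased firefly luciferase luminescence in engineered MCF7 cells after 48 h compound incubation. Signals were scaled to genistein 10 microM as full activation.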
# p53 reactivation: mutant p53 re-activation in reporter cells. H1299 p53-A138V BP100-luciferase reporter, luminescence, 24 h. Potency, µM (doses to about 92.2 µM), inactives show at the top dose activity change, positive = activation, hits mostly activators. hit rate 0.063% among 320,000; also: % of control where 0% means no effect; nearly all actives have a fitted effect of over 45% in size
#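 p53-null H1299 cells stably carrying temperature-sensitive p53-A138V and a BP100-luciferase reporter were pinned with compounds (4-point, 1:5 series) and held 24 hrs at 37 deg C. Luminescence was read 10 min after detection reagent.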
# NPC1 promoter act: activates the NPC1 promoter; hit rate 2.4% among 320,000; Huh7 NPC1 promoter luciferase reporter, 24 h; Potency, µM (highest dose often 9.22 µM), without a hit: top-dose activation, hits mostly activators;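 also: % of control where 0% means no effect; nearly all actives have a fitted effect of over 60% in size; reporter is driven by a mutant NPC1 promoter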
#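 Quantitative HTS used a cell-based reporter: Huh7 cells stably bearing the NPC1 promoter upstream of luciferase were treated with compounds for 24 h, and promoter activation was read as luminescence.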
# Rab9 promoter act: activators of Rab9 promoter | Huh7 Rab9 promoter-luciferase reporter, luminescence, 24 h | Potency, µM (top dose mostly 9.22 µM), for the others: at the top dose activation, negative = inhibition, hits mostly activators | hit rate 2.8% among 320,000 | AID 485297; also: % of control where 0% means no effect; nearly all actives have a fitted effect of over 60% in size
#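 Huh7 cells stably carrying Rab9 promoter–luciferase reporter, plated 1500 cells/well, compound added after 2 h and incubated 24 h at 37 °C; luciferase luminescence then read after 10 min with detection reagent.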
# ELG1 genotox: induces genotoxicity in HEK293T cells with luciferase-tagged ELG1; HEK293T ELG1-luciferase reporter, luminescence, 16 h; Potency, µM (doses to about 46 µM), inactives show at the top dose activity change, positive = activation, actives largely listed as activators; hit rate 1.3% among 330,000; also: % of control where 0% means no effect; nearly all actives have a fitted effect of over 60% in size
#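 Genotoxicity was scored as increased ELG1-luciferase reporter signal, measured by ONE-Glo luminescence (30 min, room temperature). Compound or vehicle exposure of the HEK293T reporter cells lasted 16 hr at 37°C.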
# uPA surface inh: inhibitors of cell surface uPA generation. cell surface uPA generation assay, qHTS. Potency, µM (top dose mostly 38.3 µM), inactives show at the top dose activity change, negative = inhibition, actives largely listed as inhibitors. hit rate 0.31% among 330,000; active = well fitted inhibition curve with a large enough effect; inconclusive = small, poorly fitted or top-dose-only effect; inactive = no such curve, though single readings can be large or run the other way; tested in mouse RAW 264.7 cells; also: % is scaled to controls: 0 for no effect and ±100 for the full control effect; nearly all actives have a fitted effect of over 55% in size
# RORgamma inh: ROR gamma (mouse) transcription inhibition; P51450; Drosophila S2 Gal4-RORgamma UAS-luciferase reporter, 20 h; Potency, µM (doses to about 53.6 µM), inactives show top-dose activity change, negative = inhibition, hits mostly inhibitors; hit rate 5.4% among 310,000; AID 2551; also: % is scaled to controls: 0 for no effect and ±100 for the full control effect; nearly all actives have a fitted effect of over 60% in size
# Target sequence (P51450 whole entry, looked up, the tested form may be a part): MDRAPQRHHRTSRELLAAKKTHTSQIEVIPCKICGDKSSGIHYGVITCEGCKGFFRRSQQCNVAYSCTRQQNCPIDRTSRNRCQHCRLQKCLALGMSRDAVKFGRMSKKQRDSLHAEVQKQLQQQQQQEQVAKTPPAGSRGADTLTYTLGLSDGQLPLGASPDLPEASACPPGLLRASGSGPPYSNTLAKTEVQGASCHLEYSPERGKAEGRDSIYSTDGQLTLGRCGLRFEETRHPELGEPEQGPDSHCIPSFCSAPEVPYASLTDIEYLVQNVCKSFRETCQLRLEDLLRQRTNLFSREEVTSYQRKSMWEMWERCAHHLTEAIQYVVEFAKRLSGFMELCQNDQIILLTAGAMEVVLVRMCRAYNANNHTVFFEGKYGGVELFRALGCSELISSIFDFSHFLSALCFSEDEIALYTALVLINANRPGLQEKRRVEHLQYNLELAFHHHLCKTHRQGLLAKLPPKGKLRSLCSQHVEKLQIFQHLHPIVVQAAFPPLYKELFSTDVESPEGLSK
#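 Schneider cells (Drosophila), stable Gal4 DBD–ROR gamma + UAS-luc; 1 hr cmpd preincubation; Cu2+ induction 700 uM final; 20 hr ambient; luminescence.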
# MBNL1-CUG inh: MBNL1-poly(CUG) RNA binding inhibition; Q9NR56; TR-FRET MBNL1-His/biotin-(CUG)12 binding, 665/545 ratio; Potency, µM (doses to about 57.5 µM), for inactives: top-dose activity change, negative = inhibition, hits mostly inhibitors; hit rate 0.036% among 280,000; AID 2675; active = well fitted inhibition curve with a large enough effect in the signal ratio, with a control signal flat, not every such curve was filed as active; inconclusive = small, poorly fitted or top-dose-only effect, or effect the other way, or a change in a side signal; inactive = no such curve, though single readings can be large or run the other way; the % refers to the signal ratio; also: % is scaled to controls: 0 for no effect and ±100 for the full control effect
#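 Inhibition of protein-RNA binding appears as loss of TR-FRET between terbium anti-His antibody on MBNL1-His and streptavidin-XL665 on biotin-(CUG)12. Activity is normalized to buffer-only and uninhibited-complex controls.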
# FLuc counter: inhibits or activates purified firefly luciferase, miR-21 counter-screen; P08659; purified FLuc, Km substrates, luminescence inhibition; Potency, µM (doses to about 57.5 µM), inactives show at the highest dose activity change, negative = inhibition, most hits filed as inhibitors; hit rate 6.9% among 360,000;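 also: plate controls were vehicle for no effect and reference inhibitor for full effect; nearly all actives have a fitted effect of over 55% in size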
# Target sequence (P08659 whole entry, looked up): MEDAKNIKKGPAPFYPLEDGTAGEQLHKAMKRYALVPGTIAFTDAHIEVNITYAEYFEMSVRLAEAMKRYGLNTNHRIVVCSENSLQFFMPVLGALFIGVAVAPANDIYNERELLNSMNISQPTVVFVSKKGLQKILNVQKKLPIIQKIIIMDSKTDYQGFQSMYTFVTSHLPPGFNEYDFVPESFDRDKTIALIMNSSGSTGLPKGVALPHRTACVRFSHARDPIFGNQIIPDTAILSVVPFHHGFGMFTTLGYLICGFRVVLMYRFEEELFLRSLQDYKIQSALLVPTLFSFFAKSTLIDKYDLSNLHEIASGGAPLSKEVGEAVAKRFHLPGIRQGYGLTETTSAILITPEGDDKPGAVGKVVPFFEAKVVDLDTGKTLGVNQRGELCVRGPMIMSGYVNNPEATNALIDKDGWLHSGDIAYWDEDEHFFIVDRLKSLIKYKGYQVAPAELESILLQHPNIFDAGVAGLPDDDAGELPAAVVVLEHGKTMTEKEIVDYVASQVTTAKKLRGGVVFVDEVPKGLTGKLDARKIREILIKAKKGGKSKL
#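 Purified P. pyralis luciferase, 10 nM final, with Km-level 10 uM D-luciferin and 10 uM ATP in 50 mM Tris acetate pH 7.5, 10 mM Mg acetate, 0.01% Tween-20, 0.05% BSA; 6-point qHTS titration about 60 µM downward; luminescence read.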
# Gal4-VP16 FLuc: Gal4-VP16 reporter inhibition counter-screen. Drosophila S2 Gal4-VP16 UAS-luciferase, luminescence, 20 h. hit rate 3.5% among 310,000. Potency, µM (series often up to 53.6 µM), without a hit: at the top dose activity, negative = inhibition, actives largely listed as inhibitors;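 also: Gal4-VP16 expression switched on by copper sulfate through the metallothionein promoter; % is scaled to controls: 0 for no effect and ±100 for the full control effect; nearly all actives have a fitted effect of over 50% in size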
# * hit, by the source's call; ? = inconclusive; / = not tested or not shown; ! = a repeat was not active; [ ] = dose if it differs, or a comment. Unless noted, calls follow the shape of the dose curve; as a rule, active = well fitted curve in the direction sought with a large enough effect; inconclusive = small, poorly fitted or top-dose-only effect, or another doubt; inactive = no such curve, though single readings can be large; an effect the other way counts as inactive or inconclusive. Potency is read from the fitted curve at half-maximal effect. The order is random; any-hit rate near 13%.
cpd	Molecule	BRCA1 expr act	p53 reactivation	NPC1 promoter act	Rab9 promoter act	ELG1 genotox	uPA surface inh	RORgamma inh	MBNL1-CUG inh	FLuc counter	Gal4-VP16 FLuc
1	COCCNC(=O)CCc1c(C)nc2c(c(C)nn2-c2ccc(C)c(C)c2)c1C	-32%	-4%	-8%	-3%[1.84 µM]	-5%	24%	19%	?	-2%	-5%
2	O=C(Nc1ccc(F)cc1F)C1CCCN1S(=O)(=O)c1ccc(-c2ccc(=O)[nH]n2)s1 (stereo not given)	-1%	-5%	-1%	0%	-3%	-4%	-6%	?	-4%	8%
3	COC(=O)[C@@]12CCCCN1[C@H](c1ccc(-c3ccc4c(c3)OCO4)cc1)[C@H]1C(=O)N(C)C(=O)[C@H]12	-25%	-6%	/	/	-3%	2%	/	/	/	/
4	Cc1cc(C)n(-c2ccccc2[N+](=O)[O-])n1	19%	0%	-2%	-5%	2%	0%	-17%	17%	3%	-9%
5	CCOc1ccc(C(=O)NCCC(=O)NCCCC(=O)O)cc1	0%	3%	5%	4%	0%	6%	-38%	2%	1%[2.3 µM]	5%
6	CN(C)C(=O)CCC(=O)N1CCCCC1C(=O)Nc1ccc(Oc2ccccc2F)cc1 (stereo not given)	-19%	/	-4%	-2%	-7%	-2%	22%	5%	1%	1%
7	COc1ccc(C2SCCN2C(=S)Nc2cccc(C(F)(F)F)c2)cc1 (stereo not given)	-5%	16%	-2%	-8%	-2%	20%	?	5%	2%	?
8	Cc1ccccc1N(CC(=O)N/N=C/c1cc(Br)c(C)o1)S(C)(=O)=O	-42%	-8%	-2%	-4%	1%	4%	10%	25%	4%	?
9	CC(C)c1cccc(C(C)C)c1NC(=O)CN1C(=O)NC2(CCCCCCC2)C1=O	3%	1%	-1%	-2%	2%	10%	/	/	-1%	/
10	N#C/C(=C\C=C\c1ccccc1)C(=O)Nc1ccccc1	25%	1%	12%	10%	1%	-8%	-23%	-4%	-10%	4%
11	O=C(NC(=S)Nc1cccc(C(F)(F)F)c1)c1csnn1	-32%	2%	4%	0%	-3%	-1%	?	-2%	-8%	?
12	CC(=O)n1nc(-c2ccc(C)cc2)nc1NCc1ccco1	5µM*	14%	2.5µM*	3.5µM*	?	1%	9%	2%	1%	-3%
13	C=CCNc1nc(Cl)nc(Nc2ccccc2)n1	?	/	26%	13%	?	-7%	-15%	2%	?	-6%
14	COc1ccc(Br)cc1/C=C/C(=O)NC(=S)Nc1ccc(Cl)c(C(=O)O)c1	-2%	-3%	3%	5%	-3%	7%	-3%	-2%	-26%	-3%
15	O=C(C1CCCN(S(=O)(=O)c2cccc3nonc23)C1)N1CCN(c2ccccc2)CC1 (stereo not given)	-2%	-8%	-2%	-4%	-21%	0%	3%	?	-1%	-8%
16	CC(=O)OCC(=O)N1N=C(c2ccc3ccccc3c2)CC1c1ccccc1 (stereo not given)	19%	4%	?	3.2µM*	8%	-1%	?	/	-11%	-4%
17	CSc1ccccc1C(=O)Nc1cc([N+](=O)[O-])ccc1C	-22%	-4%	-2%	3%	-1%	-1%	-13%	18%	1%	3%
18	COC(=O)C1CCN(S(=O)(=O)CCNC(=O)c2ccc3c(c2)OCO3)CC1	-24%	4%	3%	-8%	-1%	2%	/	/	2%	/
19	Cc1ccc(NC(=O)CN(C)C(=O)Nc2ccc(C)cc2)cc1	?	?	8%	13%	9%	4%	24%	-5%	?	22%
20	Cc1ccc(S(=O)(=O)N2CCCC2CNC(=O)C(=O)Nc2ccccc2)cc1 (stereo not given)	-8%	-8%	-2%	2%	-2%	4%	/	/	4%	/

# Structural class: those above with a Cl atom.
cpd	Molecule	BRCA1 expr act	p53 reactivation	NPC1 promoter act	Rab9 promoter act	ELG1 genotox	uPA surface inh	RORgamma inh	MBNL1-CUG inh	FLuc counter	Gal4-VP16 FLuc
13	C=CCNc1nc(Cl)nc(Nc2ccccc2)n1	?	/	26%	13%	?	-7%	-15%	2%	?	-6%
14	COc1ccc(Br)cc1/C=C/C(=O)NC(=S)Nc1ccc(Cl)c(C(=O)O)c1	-2%	-3%	3%	5%	-3%	7%	-3%	-2%	-26%	-3%

# Next section:
cpd	Molecule	BRCA1 expr act	p53 reactivation	NPC1 promoter act	Rab9 promoter act	ELG1 genotox	uPA surface inh	RORgamma inh	MBNL1-CUG inh	FLuc counter	Gal4-VP16 FLuc
21	Cc1ccc2cc(CCNC(=O)C3CCCC3)c(=O)[nH]c2c1	0%	13%	8%	3%	3%	15%	19%	0%	2%	1%
22	N#C/C(=C(/O)CO/N=C/c1ccccc1Cl)c1nc2ccccc2[nH]1	-5%	1%	-1%	-3%	2%	-13%	-29%	/	-1%	-2%
23	COc1ccc(C(=O)C(CCCCC(CN(C)C)C(=O)c2ccc(OC)cc2)CN(C)C)cc1 (stereo not given)	-60%	-6%	-3%	2%	-1%	-13%	-3%	-1%	-1%	-3%
24	CN(C)c1ccc(S(=O)(=O)NCC(=O)OCC(=O)Nc2cccc(Cl)c2)cc1[N+](=O)[O-]	1%	1%	-6%	-7%	0%	13%	6%	3%	1%	-2%
25	CN(C)S(=O)(=O)Oc1ccsc1C(=O)Nc1ccc(C(F)(F)F)cc1	-24%	2%	27%	?	-9%	3%	?	0%	-6%	1%[10 µM]
26	CS(=O)(=O)N(CC(=O)Nc1ccccc1C(=O)NCCc1ccccc1)c1ccc2c(c1)OCCO2	10%	12%	22%	21%	7%	/	23%	0%	?	3%
27	CC(=O)OC1OCCOC1NC(=S)NCc1ccco1 (stereo not given)	-5%	1%	-1%	-2%	1%	15%	0%	-4%	0%	7%
28	O=C(CN1CCN(C(c2ccccc2)c2ccccc2)CC1)N1CCN(c2ccccc2)CC1	-29%	-2%	1%	-6%	-8%	11%	41%	-6%	0%	4%
29	O=C1CCc2cc(S(=O)(=O)N3CCC(C(=O)NCCC4=CCCCC4)CC3)ccc2N1	-7%	-1%	1%	2%	13%	-15%	24%	5%	1%	15%
30	Cc1ccc2c(c1)nnn2C1CCN(CC(=O)N(c2ccccc2)c2ccccc2)CC1	-21%	-5%	-9%	-5%	-13%	-4%	1%	-5%	-1%	0%
31	CCCCOC(=O)CSC1=C(C#N)C(c2cccnc2)C(C(=O)OCC)=C(c2ccccc2)N1 (stereo not given)	-17%	-3%	-2%	-6%	-3%	8%	8%	1%	-3%	1%
32	COc1ccc(C2c3[nH]c4ccccc4c3C[C@H]3C(=O)N(c4ccccc4C(=O)N4CCC(C(=O)O)CC4)C(=O)N23)cc1 (stereo not given in full)	-13%	/	-2%	-6%	3%	1%	0%	6%	4%	-4%
33	COc1ccc(CN2CCc3c([nH]c4ccccc34)C2)cc1Br	-9%	8%	0%	0%	-4%	13%	26%	7%	3%	9%
34	CCCCc1n[nH]c(=S)n1Cc1ccc(Cl)cc1	0%	-2%	-1%	5%	-5%	4%	4µM*	-2%	-20%	7.1µM*
35	COc1cccc(C(=O)Nc2ccccc2-c2ccccc2)c1	16%	-14%	-3%	-7%	0%	-2%	/	/	?	/
36	Cc1cc(OCC(=O)NC(C)C)cc(C)c1Cl	0%	-5%	-7%	-4%	-1%	2%	?	1%	-1%	0%
37	CC(Nc1ccccc1)c1cccnc1 (stereo not given)	-28%	-1%	-2%	-1%	-2%	-4%	-6%	1%	3%	3%
38	COCCN(CCOC)c1nc(-c2ccc(Cl)cc2)nc2ccccc12	-32%	/	2%	6%	-16%	-16%	?	0%	-19%	6%
39	CCOc1ccc(-n2c(Cc3ccccc3)nnc2SCc2c(C)noc2C)cc1	2%	8%	-5%	-2%	-3%	2%	-1%	-3%	9%	1%
40	Cc1ccc(NC(=O)n2ncc3c(C)cccc32)c(C)c1	?	?	0.4µM*	0.32µM*	?	3%	-36%	2%	2.4µM*!	?
41	CCOC(=O)CCc1c(C)c2ccc(OC3CCCCC3=O)cc2oc1=O (stereo not given)	7%	-4%	2%	1%[1.84 µM]	-1%	-2%	18%	-2%	0%	-8%
42	Cc1ccc2nc(-c3ccc(NC(=O)COC(=O)c4ccc([N+](=O)[O-])o4)cc3)sc2c1	4%	3.2µM*	0.4µM*	0.45µM*	1.3µM*	-4%	0.1µM*	2%	1.3µM*	5µM*
43	CCOC(=O)c1c(NC(=O)CSc2nnc(CNc3ccc(F)cc3)o2)sc(C(C)=O)c1C	-11%	10%	-2%	-1%	0%	-1%	?	112%[activator]	6%	?

# Ordered by number of heavy atoms (ascending): 4 of the compounds above.
cpd	Molecule	BRCA1 expr act	p53 reactivation	NPC1 promoter act	Rab9 promoter act	ELG1 genotox	uPA surface inh	RORgamma inh	MBNL1-CUG inh	FLuc counter	Gal4-VP16 FLuc
40	Cc1ccc(NC(=O)n2ncc3c(C)cccc32)c(C)c1	?	?	0.4µM*	0.32µM*	?	3%	-36%	2%	2.4µM*!	?
35	COc1cccc(C(=O)Nc2ccccc2-c2ccccc2)c1	16%	-14%	-3%	-7%	0%	-2%	/	/	?	/
30	Cc1ccc2c(c1)nnn2C1CCN(CC(=O)N(c2ccccc2)c2ccccc2)CC1	-21%	-5%	-9%	-5%	-13%	-4%	1%	-5%	-1%	0%
28	O=C(CN1CCN(C(c2ccccc2)c2ccccc2)CC1)N1CCN(c2ccccc2)CC1	-29%	-2%	1%	-6%	-8%	11%	41%	-6%	0%	4%
